# Assay outcomes as filed in PubChem BioAssay.
# FEN1 inhibitor – blocks human flap endonuclease 1. 0.35% of 390,000 active. Potency, µM (series often up to 114 µM), inactives show at the highest dose activity change, negative = inhibition, actives largely listed as inhibitors. Recombinant FEN1 flap cleavage, fluorescence, 15 min; active = well fitted inhibition curve with a large enough effect; inconclusive = small, poorly fitted or top-dose-only effect; inactive = no such curve, though single readings can be large or run the other way; note: nearly all actives have a fitted effect of over 65% in size
# Target sequence (P39748 whole entry, looked up): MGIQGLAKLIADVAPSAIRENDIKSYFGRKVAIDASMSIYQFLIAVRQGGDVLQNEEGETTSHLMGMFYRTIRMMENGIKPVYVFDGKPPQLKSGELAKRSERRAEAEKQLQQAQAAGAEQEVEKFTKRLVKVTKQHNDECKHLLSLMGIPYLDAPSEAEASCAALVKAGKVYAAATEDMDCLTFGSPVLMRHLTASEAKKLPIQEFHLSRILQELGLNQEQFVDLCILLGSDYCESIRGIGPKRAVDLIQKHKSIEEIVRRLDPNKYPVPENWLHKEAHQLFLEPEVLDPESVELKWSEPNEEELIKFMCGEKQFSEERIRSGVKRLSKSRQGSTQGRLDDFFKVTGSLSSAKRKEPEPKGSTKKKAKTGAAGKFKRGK
#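 Quantitative HTS format: each compound was titrated, incubated with 10 nM nuclease for 15 min at room temperature, then challenged with flap substrate at 50 nM final. Signal change over 15 min gave concentration–effect curves.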
# An asterisk follows results filed as active; ? = inconclusive; & = joins results of further samples; [ ] = another dose, or the depositor's remark. % is set by controls: 0 for no effect and ±100 for the full control effect; potency is the fitted concentration of half-maximal effect. An excerpt; count on the stated rates, not on these rows.
entry | Structure | FEN1 inhibitor
1 | CCOc1ccccc1N=C1SCC(C)N1C(=O)C1CCN(c2ncnc3sc(C)c(C)c23)CC1 (stereo not given) | -6%
2 | C=CCN(C/C(=N\O)c1sc(C(=O)OCC)nc1C)c1cccc(Br)c1 | ?
3 | N#Cc1ccc(OCC(=O)Nc2cc(S(=O)(=O)N3CCOCC3)ccc2N2CCCC2)cc1 | 2%
4 | CN1CCC[C@H]1CCNc1ccc2c(=O)c3ccccc3n(C)c2c1 | 56µM*
5 | COc1ccc(-c2ccc3oc(-c4ccc(OC)cc4)c(-c4cc(OC)c(OC)c(OC)c4)c3c2)cc1 | -6%
6 | CCN(Cc1nc2ccccc2c(=O)[nH]1)Cc1cc(=O)oc2cc(C)c(C)cc12 | 3%
7 | Cc1ccc(C(=O)N(CCc2ccccc2)Cc2ccccc2)cc1S(=O)(=O)N1CCOCC1 | 0%
8 | CCCCCCCCCCCCCCCC[n+]1ccc(/C=C/c2c(C)[nH]c3ccccc23)cc1 | -30%
9 | COc1ccc(CCC(=O)Nc2nnc(C)s2)cc1 | -9%
10 | Cc1cc(C)cc(SCc2noc(C(=O)NCCN(C)C)c2C(=O)NCCN(C)C)c1 | -11%
11 | N#CC1=C(N)CCC1 | -2%
12 | CCCCCCCCCC[n+]1cccc2cc(Cl)ccc21 | 2%
13 | Cc1ccc(OCC(=O)NNC(=O)Nc2ccc(Cl)cc2)c(Br)c1 | 8%
14 | CSc1ncc2[nH]c(C(O)c3ccccc3)nc2n1 (stereo not given) | -4%
15 | N#Cc1c(Cc2cccc3ccccc23)nn(CCO)c1N | -11%
16 | CCOc1ccccc1CN1CCNC(=O)C1CC(=O)NC1CCCCCCC1 (stereo not given) | 0%
17 | COc1ccc(N=CC2CCCCC2=O)c([N+](=O)[O-])c1 (stereo not given) | -4%
18 | COc1ccc(OCCCn2c(CCNC(=O)C3CCCCC3)nc3ccccc32)cc1 | 5%
19 | O=c1[nH]c2ccccc2cc1-c1nnn(-c2ccccc2)n1 | 1%
20 | O=C(NCc1ccco1)C1Cc2ccccc2CN1S(=O)(=O)c1ccccc1F (stereo not given) | -21%
21 | Cc1cc(C)cc(-n2ncc3c2CCCC3NC(=O)CN2CCCCC2=O)c1 (stereo not given) | 14%
22 | COC(=O)C[C@H]1c2cc(F)ccc2S(=O)(=O)N1c1ccccc1 | 4%&-4%
23 | C=CC[C@]12C[C@@H](OC)C(=O)C=C1O[C@@H](c1ccc(OC)c(OC)c1)[C@H]2C | 21%
24 | COc1ccc(C(=O)Nc2ccccc2NC(=O)c2ccc(OC)cc2)cc1 | 15%
25 | O=C(Cc1cccc(NC(=O)C2CCN(C(=O)c3ccccc3)CC2)c1)Nc1cccc(C(=O)N2CCOCC2)c1 | 18%

# Screen by screen, as entered above:
# FEN1 inhibitor, compounds 11–21 → -2%, 2%, 8%, -4%, -11%, 0%, -4%, 5%, 1%, -21%, 14%

# (more compounds)
entry | Structure | FEN1 inhibitor
26 | Nc1cc2c3ccccc3ccc2c2ccccc12 | -19%
27 | COc1ccc(-n2nc(C(=O)NCC(=O)N3CCN(c4ccccn4)CC3)c3ccccc3c2=O)c(OC)c1 | -5%
28 | CCCn1c(N)c(N(CCOC)C(=O)CSc2cc(C)c3ccccc3n2)c(=O)[nH]c1=O | 11%
29 | Nc1ncnc2c1ncn2C1CCCC(CO)O1 (stereo not given) | 12%
30 | COc1ccc(OC)c2c(/C=C/c3ccc(N(C)C)cc3)ccnc12 | ?
31 | CC12CCC(=O)C=C1C(F)CC1C2C(O)CC2(C)C1CCC2(O)C(=O)CO (stereo not given) | 11%
32 | Nc1ccc2cccnc2c1 | -22%
33 | Cc1ccccc1OCC(=O)NCC(=O)OCC(=O)c1ccc(Br)cc1 | -3%
34 | CCCCc1ccc(NC(=O)C2CCCC2)cc1 | -15%
35 | CNC1(C(N)=O)CCN(Cc2ccccc2)CC1 | 11%
36 | OC(CN1CCCCC1)c1ccc(Br)cc1 (stereo not given) | 11%
37 | Nc1nc(Nc2ccc(Cl)cc2)c(NC=O)c(=O)[nH]1 | -20%
38 | COc1cccc(CN2CCC(n3nccc3NC(=O)CCOc3ccccc3)CC2)c1O | -2%
39 | C=CC(=O)N1C/C(=C/c2ccc(Cl)cc2)C(=O)/C(=C\c2ccc(Cl)cc2)C1 | 13%
40 | OC1Cc2ccccc2C1Nc1cccc(C(F)(F)F)c1 (stereo not given) | -13%
41 | COc1ccc(-c2noc3c2-c2nc(-c4ccccc4C)sc2CC3)cc1 | -13%
42 | CCCn1cnc2c(Sc3c([N+](=O)[O-])ncn3C)nc(N)nc21 | -3%
43 | O=C1CCN(Cc2ccco2)C(=S)N1 | -6%
44 | Fc1ccc(NC(=S)NN=Cc2ccccc2Cl)cc1 | 10%
45 | O=C(O)c1cc([N+](=O)[O-])ccc1Oc1ccccc1 | 3%
46 | Cc1nnc2n(-c3ccccc3)c(=O)c3ccccc3n12 | -4%
47 | Cc1cc2ccccc2cn1 | 53%[activator]
48 | COc1cc(/C=C/CNC[C@H]2O[C@@H](n3cnc(C(N)=O)n3)[C@H](O)[C@@H]2O)ccc1O | -14%
49 | CN1C[C@@H]2[C@@H]3C(=O)N(Cc4ccccc4)C(=O)[C@@H]3[C@](Cc3ccccc3)(C1=O)N2C(=O)c1ccccc1 | -6%
50 | O=C(COc1ccccc1C(=O)Nc1ccccc1)Nc1cccc([N+](=O)[O-])c1 | 15%

# Rewritten as labelled records: part of the list above
27. COc1ccc(-n2nc(C(=O)NCC(=O)N3CCN(c4ccccn4)CC3)c3ccccc3c2=O)c(OC)c1
  FEN1 inhibitor: -5%
28. CCCn1c(N)c(N(CCOC)C(=O)CSc2cc(C)c3ccccc3n2)c(=O)[nH]c1=O
  FEN1 inhibitor: 11%
29. Nc1ncnc2c1ncn2C1CCCC(CO)O1 (stereo not given)
  FEN1 inhibitor: 12%

# Going on with the list:
entry | Structure | FEN1 inhibitor
51 | CCOC(=O)C[C@H]1c2cc(F)ccc2S(=O)(=O)N1Cc1cc(OC)c(OC)c(OC)c1 | -4%
52 | O=C(NCCc1ccccc1O)c1cc2c(cc1[N+](=O)[O-])OCO2 | -1%
53 | CCCCCCCCCCCCCCCCCCN(CCCCCCCCCCCCCCCCCC)c1ccc(C=O)cc1 | -1%
54 | Nc1cc(=O)[nH]c2c1CCC2 | -2%
55 | O=c1cc(NCc2ccccc2)[nH]c(=O)[nH]1 | 1%
56 | COc1ccccc1-n1cc2ccc([N+](=O)[O-])cc2n1 | 15%
57 | C[C@H](NC(=O)c1ccco1)C(=O)Nc1nc(-c2ccccn2)cs1 | 10%
58 | O=C1C=CC2(C=C1)O[C@H](Cc1ccccc1)[C@@H](Cc1ccccc1)O2 | 6%
59 | CC1CC(NC(=O)c2c(O)nc3ccccn3c2=O)CC(C)(C)C1 (stereo not given) | 2%
60 | CCOC(=O)/C(=N/Nc1ccc(Br)cc1)N1CC(C)OC(C)C1 (stereo not given) | -8%
61 | CCCc1cc(=O)oc2c(C)c(OS(C)(=O)=O)ccc12 | -1%
62 | N#Cc1ccc(-n2nnc3ccccc3c2=O)c([N+](=O)[O-])c1 | -12%
63 | COc1ccccc1NC(=O)CS(=O)(=O)c1cn(CC(=O)N(C(C)C)C(C)C)c2ccccc12 | 12%
64 | CCOC(=O)C1=C(O)C(=O)C(C(=O)OCC)C1 (stereo not given) | 4.5µM*
65 | Cc1c(N2C(=O)/C(=C/c3ccc(N(C)C)cc3)N(C)C2=S)c(=O)n(-c2ccccc2)n1C | ?
66 | N#Cc1ccc(COC(=O)c2ccc3c(c2)OCO3)cc1 | 0%
67 | CC(C)S(=O)(=O)N1CCN(c2nc(-c3cccs3)nc3ccccc23)CC1 | -6%
68 | Nc1ccc(C2(c3ccc(N)cc3)c3ccccc3C(=O)c3ccccc32)cc1 | 8%
69 | CCOc1ccc(Nc2cc(C)nc3ccc(C)cc23)cc1 | -4%
70 | CC(C)=CCCC(C)N(C=O)C(C)CCC=C(C)C (stereo not given) | -14%
71 | CCN(CC)c1ccc(C=C2SC(=S)NC2=O)cc1 | -29%
72 | O=C(C1=C(O)C(=O)N(CCN2CCOCC2)C1c1cccs1)c1cc2ccccc2o1 (stereo not given) | -15%
73 | CCOc1ccc2c(S(=O)(=O)O)cccc2c1[N+](=O)[O-] | 4%
74 | Cc1ccc(NC(=O)c2ncn(CCCNCC3CCCO3)n2)cc1C (stereo not given) | -14%
75 | COC(=O)c1cc2c([nH]c1=O)CCCC2=O | -22%

# Three compounds out of the list, sorted by SMILES length, highest first:
entry | Structure | FEN1 inhibitor
17 | COc1ccc(N=CC2CCCCC2=O)c([N+](=O)[O-])c1 (stereo not given) | -4%
35 | CNC1(C(N)=O)CCN(Cc2ccccc2)CC1 | 11%
32 | Nc1ccc2cccnc2c1 | -22%

# Other records
entry | Structure | FEN1 inhibitor
76 | O=C(/C=C/c1ccc(C(F)(F)F)cc1)OC(C(=O)NC1CC1)c1ccccc1 (stereo not given) | 16%
77 | NC1C(N)C(N)C1N (stereo not given) | -15%
78 | COc1ccc(CN2CCC3CC2c2cc(-c4cccc(C)c4)ccc23)cc1 (stereo not given) | -16%
79 | CC/C(=N/N=C(/CC)c1ccc(O)cc1)c1ccc(O)cc1 | -18%
80 | O=C(O)c1cccc2c1-c1ccc(Cl)cc1C2=O | 6%
81 | COc1cc(NC(=O)COC(=O)C2CC(O)CN2S(=O)(=O)c2ccc(Cl)cc2)c(C)cc1[N+](=O)[O-] (stereo not given) | -9%
82 | COc1cc(OC)cc(C(=O)NCC(=O)NCCN2C(=O)S/C(=C\c3ccc4c(c3)OCO4)C2=O)c1 | -1%
83 | CCN1C[C@@H]2[C@@H]3C(=O)N(C)C(=O)[C@@H]3[C@](C)(C1=O)N2C(=O)c1ccc(Br)cc1 | 17%
84 | Cc1ccc(S(=O)(=O)c2ccsc2NC(=O)c2ccccc2)cc1 | -4%
85 | c1nc(N2CCOCC2)c2[nH]cnc2n1 | 11%
86 | O=Cc1cccc(OC(=O)Nc2ccccc2)c1 | -14%
87 | Cc1ccc2c(c1)C1C=CCC1C(C(=O)NCCCN1CCOCC1)N2 (stereo not given) | -24%
88 | CC(C)(C)n1ncc2c(=O)n(Cc3ccc(F)cc3)cnc21 | 13%
89 | CN(C)c1ccc(C=NN2CCCCCC2)cc1 | 11%
90 | C(/Oc1ccccc1)=C1\Nn2c(nnc2-c2cc(-c3ccccc3)n[nH]2)S1 | 1%&-4%
91 | Cc1ccc2cccc(O)c2n1 | 13%
92 | c1ccc2c(c1)ccn2-n1ccc2ccccc21 | -9%
93 | CC(=O)OCC1OC(COC(C)=O)(c2ccc(C)cc2)C(OC(C)=O)C1OC(C)=O (stereo not given) | -3%
94 | COc1ccc(CN2[C@@H](CC(C)=O)c3cc(C(F)(F)F)ccc3S2(=O)=O)cc1 | -18%&7%
95 | Cc1ccc(C)c(OCC(=O)N(Cc2ccccc2)c2c(N)n(Cc3ccccc3)c(=O)[nH]c2=O)c1 | 0%
96 | CC=CC1OCC(CC)C(CCC)O1 (stereo not given) | -4%
97 | CN(C(=O)c1cccc(NC(=O)Cc2cccc(NC(=O)C3CCN(C(=O)c4ccccc4)CC3)c2)c1)C1CC1 | 15%
98 | Cc1c(NS(=O)(=O)c2cc(C(=O)NCc3cccc(Cl)c3)ccc2Cl)c(=O)n(-c2ccccc2)n1C | -18%
99 | COc1ccc(NC(=O)c2ccccc2OCC(=O)Nc2ccc(Br)cc2)cc1 | -12%
100 | O=C(Cc1ccc(OCCCc2ccccc2)cc1)NO | 10%
101 | Nc1ccc(C(=O)C(=O)c2ccccc2)cc1 | 2%
102 | O=C(O)C1CCC(C(=O)O)O1 (stereo not given) | -8%
103 | COc1ccc(C2Nc3ccc(NC(=O)COC(C)=O)cc3C(=O)N2Cc2ccccc2)cc1COc1ccc(NC(C)=O)cc1 (stereo not given) | -4%
104 | COc1ccc(N2C(=S)N(C(=O)c3ccccc3)C(=Nc3ccccc3)C2=Nc2ccccc2)cc1 | -19%
105 | COC(=O)C[C@H]1c2cc(F)ccc2S(=O)(=O)N1Cc1ccccc1 | 11%&-5%
106 | O=C(Cc1cccc(NC(=O)C2CCCN(C(=O)C3CC3)C2)c1)Nc1cccc(C(=O)N2CCOCC2)c1 (stereo not given) | -9%
107 | CC(=O)Nc1ccc(/C(N=Nc2ccccc2)=N/N=C(N)N)cc1 | -15%
108 | CCN1CCCC1CNC(=O)c1cc(N)ccc1OC (stereo not given) | 16%
109 | Cn1c(CO)nc2c3ccccc3ccc21 | -4%
110 | COc1ccc(C(NC(C)=O)c2ccc3cccnc3c2O)cc1OC (stereo not given) | -12%
111 | CCOc1ccccc1C=NNC(=O)C1CC1 | -1%
112 | CC(C(c1ccc2c(c1)OCO2)c1c(N)n(C)c(=O)n(C)c1=O)[N+](=O)[O-] (stereo not given) | 0%
113 | Cc1ccc(Nc2nc(NCc3ccco3)nc3nccnc23)c(C)c1 | 15%
114 | O=Cc1cccc(C=O)c1 | -3%
115 | CCOc1ccccc1C(O)C1=CC(=O)c2ccccc2C1=O (stereo not given) | -11%
116 | CC(C)Oc1ccc(Cl)cc1Nc1nc(NCCO)nc(N2CCCC2)n1 | -10%
117 | CC(=O)N1C[C@H]2CON(C)[C@H]2C[C@H]1c1cccc(-c2ccccc2)c1 | -1%
118 | CCOc1ccc(S(=O)(=O)NCc2cccnc2)cc1NC(=O)c1ccccc1 | -3%
119 | COc1ccc(OC)c(S(=O)(=O)Nc2cccc3c(O)cccc23)c1 | 9%
120 | C#CCN(Cc1ccco1)C(=O)c1ccc(OC2CCN(Cc3ccccn3)CC2)cc1 | 4%
121 | CN(Cc1ccccc1)Cc1ccccc1C(O)c1ccccc1 (stereo not given) | -13%
122 | COc1ccc([C@H]2/C=C\CN(S(=O)(=O)/C=C/c3ccccc3)[C@@H](C)C(=O)N2Cc2ccc(F)cc2)cc1 | -23%
123 | Cn1c(=O)[nH]c(=O)c2c1nc(N1CCCCC1)n2CCSc1ncccn1 | -5%

# Marked active in FEN1 inhibitor, among the entries above:
entry | Structure | FEN1 inhibitor
4 | CN1CCC[C@H]1CCNc1ccc2c(=O)c3ccccc3n(C)c2c1 | 56µM*
64 | CCOC(=O)C1=C(O)C(=O)C(C(=O)OCC)C1 (stereo not given) | 4.5µM*
